TrxR1 substrate = is turned over as a substrate by rat TrxR1. purified TrxR1 substrate turnover, NADPH consumption readout. O89049. hit rate 0.01% among 390,000. AID 588456. Potency, µM (doses to about 114 µM), without a hit: at the highest dose activity change, negative = substrate turnover; further: potency means the concentration at half of the fitted maximal effect; on the % scale 0 is the no-effect control and ±100 the full control effect; nearly all actives have a fitted effect of over 50% in size
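Rat TrxR1, dispensed at 90 nM, was prereduced with 400 uM NADPH (final) for 5 min at ~22 deg C, then incubated with compound 15 min before 400 uM selenite. A first-read NADPH fluorescence drop versus no-compound background flagged substrates.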
USP1-UAF1 inh = USP1/UAF1 (human) deubiquitinase inhibition. recombinant USP1/UAF1, Ub-Rhodamine cleavage fluorescence. Potency, µM (highest dose often 57.1 µM), without a hit: at the highest dose activity change, negative = inhibition, usual class: inhibitors. hit rate 0.23% among 390,000; further: potency means the concentration at half of the fitted maximal effect; on the % scale 0 is the no-effect control and ±100 the full control effect; nearly all actives have a fitted effect of over 60% in size; inactives centre near -12
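In this screen, compounds sit with the deubiquitinase complex (1nM) for 15 min at room temperature before Ub-Rho is added at 150nM final. Fluorescence rise is then followed for 6 reads every 60 seconds.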
D2 antag = antagonizes the human D2 dopamine receptor; HEK293 TREx D2 cells, calcium flux, dopamine EC80; AID 485344; hit rate 2% among 340,000; inhibition, % at 10 µM; P14416; in the data active means inhibition above about 30%; further: 0% is about no effect
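Antagonism is scored as inhibition of an EC80 dopamine-evoked calcium signal in a force-coupled, tetracycline-inducible HEK293 T-REx D2 line, with compound present 180 s before agonist.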
mIDH1 inhibitor = human IDH1 R132H inhibition; O75874; hit rate 0.093% among 390,000; Potency, µM (top dose mostly 76.6 µM), without a hit: at the highest dose activity change, negative = inhibition, hits mostly inhibitors; IDH1-R132H enzyme, NADPH consumption, diaphorase/resazurin fluorescence; further: potency means the concentration at half of the fitted maximal effect; on the % scale 0 is the no-effect control and ±100 the full control effect; nearly all actives have a fitted effect of over 65% in size
Target sequence (O75874 whole entry R132H, stated change not applied): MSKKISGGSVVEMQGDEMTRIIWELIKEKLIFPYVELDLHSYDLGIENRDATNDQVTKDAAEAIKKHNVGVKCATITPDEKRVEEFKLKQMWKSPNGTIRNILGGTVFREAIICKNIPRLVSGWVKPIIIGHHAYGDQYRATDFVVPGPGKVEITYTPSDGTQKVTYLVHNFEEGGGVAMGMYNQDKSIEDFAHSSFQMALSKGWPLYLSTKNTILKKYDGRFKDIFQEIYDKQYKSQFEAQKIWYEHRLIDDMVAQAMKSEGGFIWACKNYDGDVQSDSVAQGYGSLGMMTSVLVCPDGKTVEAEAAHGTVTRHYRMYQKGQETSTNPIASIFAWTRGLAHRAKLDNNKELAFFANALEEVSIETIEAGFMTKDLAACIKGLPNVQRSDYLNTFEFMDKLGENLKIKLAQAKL
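IDH1-R132H (0.5 ug/mL) preincubated 30 min with compound, then NADPH (0.016 mM) and alpha-KG (2 mM) added; 80 min at RT, pH 7.5. Remaining NADPH coupled via diaphorase/resazurin to fluorescence (540/590 nm); concentration-response curves normalized to no-enzyme control.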
TRHR agonist = activates the human TRH receptor; TRHR cells, calcium flux fluo-8, FDSS agonist mode; AID 493084; P34981; activation, % at 2 µM; hit rate 0.18% among 360,000; in the data active means activation above about 30%; further: 0% is about no effect
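Fluo-8-loaded TRHR cells; 10 s baseline, compound added, kinetic Ca2+ fluorescence read 1/s, agonist mode.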
TrxR1 inh = rat TrxR1 inhibition; recombinant rTrxR1, NADPH fluorescence consumption, selenite substrate; Potency, µM (highest dose often 114 µM), for inactives: at the highest dose activity change, negative = inhibition, most hits filed as inhibitors; hit rate 1% among 390,000; further: potency means the concentration at half of the fitted maximal effect; on the % scale 0 is the no-effect control and ±100 the full control effect; nearly all actives have a fitted effect of over 65% in size
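Rat TrxR1 (90 nM in the dispensed reagent) was pre-reduced with 400 uM NADPH for 5 min at room temperature, then incubated with compound for 15 min. After 400 uM selenite was added, NADPH fluorescence (Ex 340/Em 450 nm) was followed for 8 min.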
D2 agonist = activates the human D2 dopamine receptor; HEK293 T-REx D2 cells, calcium flux agonist mode; AID 485358; P14416; hit rate 0.53% among 340,000; activation, % at 2 µM;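 active means activation over 3 SD above normal in the single-dose calcium agonist read, cut at about 30% in these data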; further: 0% is about no effect
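Calcium-flux readout, 1 cycle/sec over 180 s following compound pin transfer, in inducible HEK293 Trex D2 cells (force-coupled); dopamine controls included. Positive calcium responses during this window marked compounds as potential agonists.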
PI4K2A block = inhibitors of human PI4K2A. hit rate 0.13% among 420,000. activity change, negative = inhibition, % at 76.9 µM. purified PI4K2A, ADP-Glo luminescence, 1 h; active compounds read low; in the data active means activity change below about -50%; inconclusive means mostly about -30% to -49%;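 further: -100% = wells without enzyme as full effect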
Target sequence (Q9BTU6 whole entry, looked up): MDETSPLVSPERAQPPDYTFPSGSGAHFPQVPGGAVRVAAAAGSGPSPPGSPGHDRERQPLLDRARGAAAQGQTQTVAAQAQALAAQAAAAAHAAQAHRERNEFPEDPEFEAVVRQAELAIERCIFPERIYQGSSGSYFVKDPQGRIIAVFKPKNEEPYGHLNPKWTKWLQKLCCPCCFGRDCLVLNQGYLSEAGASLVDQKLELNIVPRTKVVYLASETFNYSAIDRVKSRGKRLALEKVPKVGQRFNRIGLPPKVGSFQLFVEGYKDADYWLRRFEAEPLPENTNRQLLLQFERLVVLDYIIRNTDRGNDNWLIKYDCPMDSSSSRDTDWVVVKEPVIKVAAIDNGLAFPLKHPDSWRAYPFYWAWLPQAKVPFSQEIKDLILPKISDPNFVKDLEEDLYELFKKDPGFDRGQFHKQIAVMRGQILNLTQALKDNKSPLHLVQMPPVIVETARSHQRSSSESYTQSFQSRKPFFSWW
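ADP-Glo luminescence measured ADP generated by PI4K2A enzyme (4 ug/mL before mixing) with 1.2 mM PI substrate (pre-mix) and 300 microM ATP (pre-mix). Tris pH7.5 buffer with MgCl2, Triton X-100; 1 h reaction at ambient temperature.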
TRHR PAM = TRH receptor (human) allosteric enhancement; hit rate 0.66% among 360,000; enhancement, % at 2 µM; AID 493056; TRHR cells, fluo-8 calcium fluorescence, EC20 TRH enhancement; in the data active means enhancement above about 30%; further: 0% is about no effect
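TRHR-expressing cells loaded with fluo-8 calcium dye were read kinetically (ex 480/em 530) during compound addition, then stimulated with an EC20 of TRH (10 nM final). Enhancement of the Gq-mediated intracellular calcium response was scored.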
An asterisk follows results filed as active; ? = inconclusive; . = not tested or not shown; [ ] = another dose, or the depositor's remark. Unless noted, the call rests on the fitted dose curve; in most records, active means well fitted inhibition curve with a large enough effect; inconclusive means small, poorly fitted or top-dose-only effect; inactive means no such curve, though single readings can be large or run the other way.

The first 12 compounds (preview)
#1 CC1=C(C(=O)Nc2cccnc2)C(c2cccc(F)c2)n2nc(SCc3ccccc3F)nc2N1 (stereo unspecified)
#2 CC1COc2ccccc2N1S(=O)(=O)c1ccc(Cl)cc1 (stereo unspecified)
#3 COc1ccc(C2=C(C)CC(C)(C)NC2=O)cc1OC
#4 CCN(CC)Cc1c(C(=O)N/N=C/c2ccc(C)o2)nnn1-c1nonc1N
#5 CC(=NNC(=O)c1ccncc1)c1ccccc1O
#6 COCCCNC(=O)/C(C#N)=C/c1cc(C)[nH]c1C
#7 C=CCc1c(N(CC)CC)nc(C)[nH]c1=O
#8 CCOC(=O)CN(C(=O)COc1nc(-c2ccccc2)cc(C)c1C#N)c1ccccc1C
Screen / compound no. | 1 | 2 | 3 | 4 | 5 | 6 | 7 | 8
TrxR1 substrate | -1% | -1%[57.1 µM] | -5% | -7% | -6% | -4%[57.1 µM] | 1% | 58%[activator]
USP1-UAF1 inh | -9% | -31% | -3% | -23% | -6% | -19% | -14% | -13%
D2 antag | . | -3 | 1 | 19 | . | 0 | 0 | -7
mIDH1 inhibitor | 21% | 9% | 4% | -1% | -2% | 5% | 8% | 0%
TRHR agonist | 0.4 | 0.2 | 0.7 | -1.1 | . | -0.3 | 0.6 | -0.2
TrxR1 inh | 31% | 13%[57.1 µM] | -7%[2.29 µM] | 4% | -1% | 21%[57.1 µM] | 3% | 62%[activator]
D2 agonist | 1.7 | -0.7 | 0.5 | -0.8 | . | 0.0 | -1.3 | -0.2
PI4K2A block | 4 | 3 | 3 | 2 | 2 | 0 | 4 | -4
TRHR PAM | -4 | -4 | 3 | -1 | . | -2 | 2 | -8

#9 O=C(COC(=O)c1ccccn1)NCc1ccccc1
#10 CCCNC(=O)c1ccccc1C(=O)NC1(C(=O)NCCC)CCCC1
#11 O=C(O)C1Cc2ccccc2CN1C(=O)c1ccccc1 (stereo unspecified)
#12 Cc1cccc2c(C(=O)n3cccn3)cc(-c3ccccc3Cl)nc12
Screen / compound no. | 9 | 10 | 11 | 12
TrxR1 substrate | 5% | 10%[57.1 µM] | 7%[57.1 µM] | 12%
USP1-UAF1 inh | 9% | -16% | -8% | -19%
D2 antag | 20 | 7 | -24 | 18
mIDH1 inhibitor | 2% | -5% | 0% | 2%
TRHR agonist | 0.2 | -2.9 | 0.4 | -1.4
TrxR1 inh | 19% | 11%[57.1 µM] | 12%[57.1 µM] | 6%
D2 agonist | -0.7 | -0.9 | 0.5 | -1.4
PI4K2A block | 3 | -3 | 6 | 2
TRHR PAM | -13 | 9 | -9 | -4

All compounds of this part, repeating the preview:
#1 CC1=C(C(=O)Nc2cccnc2)C(c2cccc(F)c2)n2nc(SCc3ccccc3F)nc2N1 (stereo unspecified)
#2 CC1COc2ccccc2N1S(=O)(=O)c1ccc(Cl)cc1 (stereo unspecified)
#3 COc1ccc(C2=C(C)CC(C)(C)NC2=O)cc1OC
#4 CCN(CC)Cc1c(C(=O)N/N=C/c2ccc(C)o2)nnn1-c1nonc1N
#5 CC(=NNC(=O)c1ccncc1)c1ccccc1O
#6 COCCCNC(=O)/C(C#N)=C/c1cc(C)[nH]c1C
Screen / compound no. | 1 | 2 | 3 | 4 | 5 | 6
TrxR1 substrate | -1% | -1%[57.1 µM] | -5% | -7% | -6% | -4%[57.1 µM]
USP1-UAF1 inh | -9% | -31% | -3% | -23% | -6% | -19%
D2 antag | . | -3 | 1 | 19 | . | 0
mIDH1 inhibitor | 21% | 9% | 4% | -1% | -2% | 5%
TRHR agonist | 0.4 | 0.2 | 0.7 | -1.1 | . | -0.3
TrxR1 inh | 31% | 13%[57.1 µM] | -7%[2.29 µM] | 4% | -1% | 21%[57.1 µM]
D2 agonist | 1.7 | -0.7 | 0.5 | -0.8 | . | 0.0
PI4K2A block | 4 | 3 | 3 | 2 | 2 | 0
TRHR PAM | -4 | -4 | 3 | -1 | . | -2

#7 C=CCc1c(N(CC)CC)nc(C)[nH]c1=O
#8 CCOC(=O)CN(C(=O)COc1nc(-c2ccccc2)cc(C)c1C#N)c1ccccc1C
#9 O=C(COC(=O)c1ccccn1)NCc1ccccc1
#10 CCCNC(=O)c1ccccc1C(=O)NC1(C(=O)NCCC)CCCC1
#11 O=C(O)C1Cc2ccccc2CN1C(=O)c1ccccc1 (stereo unspecified)
#12 Cc1cccc2c(C(=O)n3cccn3)cc(-c3ccccc3Cl)nc12
Screen / compound no. | 7 | 8 | 9 | 10 | 11 | 12
TrxR1 substrate | 1% | 58%[activator] | 5% | 10%[57.1 µM] | 7%[57.1 µM] | 12%
USP1-UAF1 inh | -14% | -13% | 9% | -16% | -8% | -19%
D2 antag | 0 | -7 | 20 | 7 | -24 | 18
mIDH1 inhibitor | 8% | 0% | 2% | -5% | 0% | 2%
TRHR agonist | 0.6 | -0.2 | 0.2 | -2.9 | 0.4 | -1.4
TrxR1 inh | 3% | 62%[activator] | 19% | 11%[57.1 µM] | 12%[57.1 µM] | 6%
D2 agonist | -1.3 | -0.2 | -0.7 | -0.9 | 0.5 | -1.4
PI4K2A block | 4 | -4 | 3 | -3 | 6 | 2
TRHR PAM | 2 | -8 | -13 | 9 | -9 | -4

#13 Cc1n[nH]c(=O)c2c(NC(=O)CSc3ccc(Br)cc3)oc(C)c12
#14 COc1ccc(-n2cc(C(=O)NCc3ccccc3Cl)c3ccccc3c2=O)cc1
#15 O=C1CN(C(=O)COC(=O)[C@@H]2CC(O)CN2S(=O)(=O)c2ccc(Cl)cc2)c2ccccc2N1 (stereo partly specified)
#16 NC(=O)CC12CC3CC(C1)CC(CC(N)=O)(C3)C2
#17 Cc1cc(C)cc(N=c2c([N+](=O)[O-])nn(-c3ccc(Cl)cc3)n2O)c1
#18 Cc1c(NC(=O)c2ccc(Cl)nc2)cccc1-c1nc2cccnc2s1
Screen / compound no. | 13 | 14 | 15 | 16 | 17 | 18
TrxR1 substrate | -7% | 1% | -10% | 9% | -6% | 3%
USP1-UAF1 inh | 3% | 14% | -5% | -20% | -21% | -23%
D2 antag | . | . | . | 12 | 1 | -8
mIDH1 inhibitor | -3% | -12% | -1% | 0% | 14% | 7%
TRHR agonist | -0.1 | 16 | . | 0.1 | -0.3 | 0.8
TrxR1 inh | 7% | 14% | 5% | ? | -6% | 26%
D2 agonist | . | 0.5 | . | -0.4 | 0.1 | -1.4
PI4K2A block | -5 | -6 | -1 | 2 | 0 | 5
TRHR PAM | -6 | 8 | . | 0 | 3 | 5

#19 c1ccc2cc(Cn3ccnc3)ccc2c1
#20 Cn1nccc1C(=O)Nc1cccc(S(=O)(=O)N2CCOCC2)c1
#21 COc1cccc(NC(=O)CN(C)C(=O)/C=C/c2ccc3ccccc3n2)c1
#22 COCCN(CC(=O)NCC1CCCO1)C(=O)CCC(=O)Nc1cc(C)on1 (stereo unspecified)
#23 Cc1cc2c(ncn2Cc2ccccc2)c(NS(C)(=O)=O)c1C
#24 COc1ccccc1OCC(=O)Nc1ccc(S(=O)(=O)N2CCCCCC2)cc1
Screen / compound no. | 19 | 20 | 21 | 22 | 23 | 24
TrxR1 substrate | 4% | -2% | -5% | 3% | 0%[57.1 µM] | -5%
USP1-UAF1 inh | -21% | -10% | 0% | -2% | 0% | -17%
D2 antag | -2 | -1 | 14 | -8 | -4 | -3
mIDH1 inhibitor | 3% | -5% | -1% | 3% | 1% | 1%
TRHR agonist | -0.1 | 0.0 | -0.1 | 0.4 | -1.2 | -0.7
TrxR1 inh | 10% | 2% | -8% | 7% | 25%[57.1 µM] | 1%
D2 agonist | 2.7 | 0.0 | 0.9 | 0.3 | -2.1 | 0.2
PI4K2A block | 7 | 2 | -5 | -5 | 0 | 2
TRHR PAM | 7 | -3 | -4 | -5 | -1 | -9

Screening data as filed in PubChem BioAssay.
